All columns: NCI-60 one-dose screen, growth in % after 48 h at 10 µM unless noted; 100 = growth as untreated, 0 = no growth, -100 = all killed.
CCRF-CEM = CCRF-CEM leukemia | actives 7% (n = 77,000)
M14 = M14 melanoma. actives 6.2% (n = 80,000). AID 1794745
EKVX = EKVX NSCLC; actives 3% (n = 71,000)
HOP-62 = HOP-62 NSCLC. actives 3.9% (n = 80,000)
HOP-92 = HOP-92 NSCLC cells; actives 6.3% (n = 71,000); AID 1794738
MDA-MB-435 = MDA-MB-435 melanoma; actives 7.8% (n = 82,000); AID 1794794
A549/ATCC = A549/ATCC NSCLC; actives 3.7% (n = 81,000); AID 1794740
RPMI-8226 = RPMI-8226 leukemia cells; actives 7.5% (n = 77,000); AID 1794781
The depositor's hits bear a star; x = no result given; [ ] = dose if it differs, or a comment. How the source made its calls: active means growth percent below 10; inactive means the rest.

SMILES	CCRF-CEM	M14	EKVX	HOP-62	HOP-92	MDA-MB-435	A549/ATCC	RPMI-8226
CN1C(=O)C(Cc2ccccc2)C(=O)N(C)C1=O	104.3	95.1	105.8	x	106.0	103.9	105.5	98.6
COC(=O)C1CN1/C(C)=N/N=C1\C(=O)Nc2ccccc21 (centres undefined)	99.0	101.5	100.7	96.0	104.8	106.1	98.3	98.6
CCNc1nc(Cl)nc(NCC)n1	96.8	101.3	86.5	93.0	65.1	94.8	85.7	94.3
C[C@@]12CC[C@@H](O)C[C@@H]1CC[C@H]1[C@H]2CC[C@@]2(C)[C@H](c3ccc(=O)oc3)CC[C@@]12O	-9.0*	-50.7*	-86.4*	-75.3*	-13.1*	-81.9*	-61.9*	-14.8*
O=C(O)C(O)C(O)C1[O][Sb]([c]2ccc([N+](=O)[O-])cc2)[O]C1CO (centres undefined)	98.5	105.9	104.5	110.1	101.9	106.9	94.4	99.2
CC(=O)OC1CCC2C3CC4C(F)(F)C45C=CCCC5(C)C3CCC12C (centres undefined)	92.9	107.9	109.3	112.8	86.3	112.2	95.2	83.0
C#Cc1cccc(Oc2ccc(NS(=O)(=O)F)cc2)c1	25.4[8.25 µM]	104.2[8.25 µM]	100.8[8.25 µM]	89.9[8.25 µM]	89.7[8.25 µM]	102.7[8.25 µM]	73.3[8.25 µM]	42.8[8.25 µM]
N#Cc1cccnc1	119.1	104.4	100.4	99.7	x	105.5	107.8	x
CC[N+](C)(C)CCC(C(N)=O)(c1ccccc1)c1ccccc1	111.3	97.6	101.8	x	92.2	106.0	114.3	113.4
CCCCCC(C)NC (centres undefined)	91.2	100.6	103.3	78.1	102.8	117.4	89.1	97.0
C[C@]12CC[C@H]3[C@@H](CC=C4c5nc(-c6cccc(Cl)c6)sc5CC[C@@]43C)[C@@H]1CC[C@@H]2O	60.5	92.3	97.6	86.5	104.8	92.0	84.4	10.3
N#CCCCCl	98.2	107.4	x	93.8	77.3	111.2	98.4	x
O=C(NCCCCCCN1CC1)Nc1ccccc1	87.4	100.6	96.6	100.0	74.6	95.8	96.8	88.1
O=C(NCCCNCCCCCCCNCCCNC(=O)C1CCC2(CC1)OOC1(O2)C2CC3CC(C2)CC1C3)C1CCC2(CC1)OOC1(O2)C2CC3CC(C2)CC1C3 (centres undefined)	60.5	95.1	98.4	83.1	91.5	98.8	88.3	82.1
CC(C)(c1ccccc1)c1ccc(O)cc1	93.7	95.2	90.5	79.7	x	97.0	97.7	84.4
CC(C)(C(Cl)(Cl)[N+](=O)[O-])C(Cl)(Cl)[N+](=O)[O-]	98.9	99.7	109.4	94.2	76.1	109.8	79.6	103.2
COc1cc2c(=O)n(C3CCCCCCC3)c3c4cc[nH]c4ncc3c2cc1OC	44.9	71.4	71.6	6.4*	46.2	57.9	25.4	50.1
O=[N+]([O-])CC(c1ccco1)c1c(-c2ccccc2)[nH]c2ccccc12 (centres undefined)	87.7	90.8	87.6	88.3	67.5	55.0	80.0	77.1
COc1c(C(C)(C)C)cc([N+](=O)[O-])c(C)c1[N+](=O)[O-]	x	109.2	96.3	100.7	x	102.8	97.1	82.0
Oc1cc[c]([Hg][Cl])cc1	55.2	91.1	x	123.0	160.9	96.0	99.3	91.2
CC[C@H](c1cccc(O)c1)[C@@H](C)CN(C)C	92.0	103.0	111.0	x	x	103.0	103.4	93.2
COc1ccc(C2=NN(c3ccccc3)C(c3sc(N(CCCl)CCCl)nc3Cl)C2)cc1 (centres undefined)	86.1	93.6	86.0	80.1	x	90.5	85.6	x
COc1cc(C2=NN(c3ccccc3)C(c3sc(N(CCCl)CCCl)nc3Cl)C2)cc(OC)c1OC (centres undefined)	87.9	91.5	78.9	79.7	x	100.8	83.0	x
CC(C)(Cl)C(N)=O	118.1	109.7	97.6	107.7	102.1	107.9	101.8	109.0
CCOP(=O)(OCC)/C(C#N)=C/c1cccn1N(C)C	89.6	105.7	101.3	88.6	92.5	99.4	75.8	102.6

(continued)
SMILES	CCRF-CEM	M14	EKVX	HOP-62	HOP-92	MDA-MB-435	A549/ATCC	RPMI-8226
C#CCOC(=O)CCN1CC1	114.9	103.5	83.1	107.7	x	97.6	95.5	97.0
CCOC(=O)/C=C(/OP(=O)(OCC)OCC)c1ccccc1	100.2	98.1	109.5	96.4	x	108.7	105.4	105.9
CCOc1cc(C=C2C(=O)NC(=S)NC2=O)ccc1O	x	109.9	91.4	x	x	102.5	x	108.1
CCCCN(CCCC)N=O	110.8	106.9	109.5	100.6	110.4	108.9	109.7	105.5
Cc1ccc(C[N+](C)(C)C)cc1	110.7	97.5	101.0	101.8	115.0	107.5	101.7	107.0
COC(=O)C1C(=O)n2c(c(C)c3ccccc32)[C@@]2(C)CCC[C@H]1C2 (some centres undefined)	104.2	100.4	104.8	104.4	100.6	106.0	103.6	x
O=NN1CCNC1=O	100.6	99.8	105.9	95.1	107.9	106.7	98.9	99.5
COc1cc2c(cc1OCCCCn1c(-c3cccs3)nc3ccccc31)N=C[C@@H]1CCCN1C2=O	-25.7*	-46.2*	4.4*	17.7	-64.6*	-78.8*	-7.2*	-46.8*
CCOC(=O)C(C(=O)OCC)P(=S)(S)c1ccccc1 (centres undefined)	99.6	95.9	95.1	79.3	89.0	101.7	91.8	96.3
COc1cc(=O)oc(/C=C/C=C/C=C/C(C)=C\C2(C)OC(C)C(C)(O)C2O)c1C (centres undefined)	117.4	x	114.2	107.9	86.8	109.1	101.4	119.1
CCCC(C)C1(CC)C(=O)NC(=O)NC1=O (centres undefined)	99.0	106.5	108.2	116.8	94.1	104.7	97.2	x
CCOP1(=O)CC(C)=C(Cl)C(P(=O)(OCC)OCC)C1 (centres undefined)	-27.5*	74.3	109.2	93.9	89.1	113.8	90.4	106.6
O=C(O)CC(NC(=O)CP(=O)(O)O)C(=O)O (centres undefined)	99.2	99.4	102.5	100.4	66.1	106.5	104.2	108.9
COc1ccc(OC)c(C(O)C(C)NC(C)(C)C)c1 (centres undefined)	99.8	104.1	146.3	108.8	115.8	147.5	91.2	107.1
S=C1NC2(CCCCC2)NC12CCCCC2	100.3	97.4	105.1	94.8	91.4	101.8	96.2	98.9
C[C@]12CC[C@H]3[C@@H](CC=C4C[C@@H](O)CC[C@@]43CO)[C@@H]1CC[C@@H]2O	84.1	104.9	x	112.7	76.9	94.0	95.9	86.2
O=C1NC(=S)NC(=O)C1=Cc1ccc(OCc2ccccc2)cc1	99.7	111.1	93.3	x	72.2	105.6	x	93.5
COc1ccc(C(O)(C(=O)OCC[N+]2(C)CCCCC2)c2ccc(OC)cc2)cc1	89.9	103.5	96.0	87.1	74.0	107.5	94.7	94.3
N#CCCP(CCC#N)c1ccccc1	x	96.3	x	x	x	113.5	110.8	94.5
CCC1CC(O)c2c(O)c3c(c(O)c2C1O)C(=O)c1cccc(O)c1C3=O (centres undefined) (tested in a mixture with another compound)	-21.5*	-97.1*	-4.2*	-62.2*	-29.3*	-90.3*	-23.2*	-35.8*
CC1CNC(=S)S1 (centres undefined)	99.6	112.9	106.7	104.9	106.4	103.1	93.2	107.5
Oc1ccc(CC2NCCc3cc(O)c(O)cc32)cc1O (centres undefined)	94.4	109.1	x	98.9	76.1	97.7	103.9	99.8
Nc1ccc(C(=O)Nc2ccc(S(=O)(=O)F)cc2)cc1	82.4	98.7	x	85.2	67.5	92.1	84.6	91.4
O=NN(CCF)C(=O)NCCO	96.5	100.3	x	101.2	x	103.7	102.6	100.0
CC(=O)NC1=C(N2CC2C)C(=O)C(NC(C)=O)=C(N2CC2C)C1=O (centres undefined)	94.5	110.2	118.6	110.6	89.9	127.5	95.1	97.8

Structural class: those above with a cyano group
SMILES	CCRF-CEM	M14	EKVX	HOP-62	HOP-92	MDA-MB-435	A549/ATCC	RPMI-8226
N#Cc1cccnc1	119.1	104.4	100.4	99.7	x	105.5	107.8	x
N#CCCCCl	98.2	107.4	x	93.8	77.3	111.2	98.4	x
CCOP(=O)(OCC)/C(C#N)=C/c1cccn1N(C)C	89.6	105.7	101.3	88.6	92.5	99.4	75.8	102.6
N#CCCP(CCC#N)c1ccccc1	x	96.3	x	x	x	113.5	110.8	94.5

The list goes on.
SMILES	CCRF-CEM	M14	EKVX	HOP-62	HOP-92	MDA-MB-435	A549/ATCC	RPMI-8226
C#C[C@@]1(O)CC[C@@]2(C)[C@@H](CC[C@@H]3[C@@H]2CC[C@]2(C)[C@@H](O)CC[C@@H]32)C1	81.8	107.1	95.9	100.7	89.6	105.0	100.2	87.9
Nc1ccc2c(c1)oc1ccccc12	55.6	100.7	83.5	102.9	89.4	94.7	89.0	79.3
CC[C@H](C)[C@H]1O[C@]2(C=C[C@@H]1C)C[C@@H]1C[C@@H](C/C=C(\C)[C@@H](O[C@H]3C[C@H](OC)[C@@H](O[C@H]4C[C@H](OC)[C@@H](NC)[C@H](C)O4)[C@H](C)O3)[C@@H](C)/C=C/C=C3\CO[C@@H]4[C@H](O)C(C)=C[C@@H](C(=O)O1)[C@]34O)O2	-43.0*	-68.6*	-40.9*	-60.9*	-33.8*	-83.4*	-51.6*	-30.7*
O=C1c2ccccc2C(=O)C(Cl)C1Cl (centres undefined)	-20.8*	76.7	-79.6*	87.9	-62.4*	95.9	104.2	31.1
CCC(CN(C)C)c1ccccc1 (centres undefined)	96.7	112.1	102.1	100.5	104.3	101.4	106.7	105.7
COC(=O)[C@@H](C)C[C@H](Cc1ccccc1)NC(=O)c1nc([C@@H](C[C@H](C(C)C)N(C)C(=O)[C@@H](NC(=O)[C@H]2C[C@H](O)CCN2C)C(C)C)OC(C)=O)sc1C(C)C	4.8*	-22.4*	35.2	1.9*	25.0	-48.3*	10.7	-4.7*
CCCN1CC(Br)C(=O)NC1=O (centres undefined)	72.6	87.6	114.5	98.6	119.3	90.5	101.8	98.4
CCN(C(=O)OC(C)C)[N+](=O)[O-]	x	100.8	x	99.2	x	103.6	100.5	97.3
CC1([N+](=O)[O-])COP(=O)(Nc2ccccc2F)OC1 (centres undefined)	102.1	91.1	106.1	x	101.9	100.3	108.1	x
CC(C)(C)N1CC(C(=O)c2ccccc2)C1c1ccccc1 (centres undefined)	93.9	101.5	117.1	105.0	x	106.4	96.4	96.1
C=CCN=C=S	103.1	100.5	101.0	108.8	92.2	99.0	109.5	95.6
N#CCc1c[nH]c2ccccc12	97.2	93.9	92.9	70.2	72.4	103.7	81.2	97.3
CCC1(CC)C(=O)NC(=S)NC1=O	99.3	100.1	91.7	104.9	77.9	109.2	108.6	95.9
CCCC1OP(=O)(N(CCOC(C)=O)CCOC(C)=O)OCC1CC (centres undefined)	106.2	103.0	77.6	114.2	x	112.7	103.3	110.6
C[N+](C)(C)CCOc1ccccc1	94.4	106.4	94.3	x	92.0	104.1	107.8	107.0
CN(C)C(=O)Oc1ccccc1-c1ccccc1	96.9	103.2	101.0	98.6	95.7	112.4	87.7	103.7
CC(=O)Nc1ccc(Cc2ccc(NC(C)=O)cc2)cc1	100.8	99.9	103.4	94.1	45.6	106.4	95.0	98.2
CC12NCC(Cn3c1cc1ccccc1c3=O)O2 (centres undefined)	105.0	111.1	103.1	124.5	93.4	109.5	108.2	100.4
COc1ccc(NP2(=O)OCC(C)(N)CO2)cc1 (centres undefined)	88.9	100.9	120.4	x	94.8	107.8	93.6	x
Cc1cc2c(cc1-c1cc(/C=C/C(=O)O)ccc1C(F)(F)F)C(C)(C)CCC2(C)C	61.6	69.6	49.6	84.8	23.1	68.7	35.7	51.0
CCCCN(CCCC)CCc1ccc(O)cc1	x	96.4	x	100.3	85.3	x	100.0	x
C1CCC2(CC1)OOCNCOO2	99.5	100.1	99.0	103.0	122.4	101.5	101.6	102.0
O=C(CN1C(=O)c2ccccc2C1=O)N1CC1	105.9	108.2	105.3	114.0	x	104.4	103.6	109.2
O=[N+]([O-])CC(c1ccccc1)c1c(-c2ccccc2)[nH]c2ccccc12 (centres undefined)	77.7	91.1	75.4	82.1	68.6	64.1	73.7	69.3
COC12c3ccccc3-c3ccccc3C1[C@@H](C(=O)O)[C@H]2C(=O)O (some centres undefined)	104.2	103.1	100.3	104.8	87.2	109.5	103.0	108.7

Three entries picked at random from those above, as already listed:
SMILES	CCRF-CEM	M14	EKVX	HOP-62	HOP-92	MDA-MB-435	A549/ATCC	RPMI-8226
COC12c3ccccc3-c3ccccc3C1[C@@H](C(=O)O)[C@H]2C(=O)O (some centres undefined)	104.2	103.1	100.3	104.8	87.2	109.5	103.0	108.7
CCC(CN(C)C)c1ccccc1 (centres undefined)	96.7	112.1	102.1	100.5	104.3	101.4	106.7	105.7
CCC1(CC)C(=O)NC(=S)NC1=O	99.3	100.1	91.7	104.9	77.9	109.2	108.6	95.9

Additional records follow.
SMILES	CCRF-CEM	M14	EKVX	HOP-62	HOP-92	MDA-MB-435	A549/ATCC	RPMI-8226
CC1([N+](=O)[O-])COP(=O)(Nc2cccc(Cl)c2)OC1 (centres undefined)	75.4	100.0	101.8	x	x	106.6	104.2	117.5
COc1ccc(-n2c(Sc3nnc(N)s3)nc3ccc(Cl)cc3c2=O)cc1	118.6	97.2	x	97.2	57.9	95.2	92.1	93.0
C1CCC([PH+](C2CCCCC2)C2CCCCC2[PH+](C2CCCCC2)C2CCCCC2)CC1.[Au].[CH-]1CCCCC1CC1CCCC[N-]1 (centres undefined)	-12.5*	-54.6*	-61.9*	-30.6*	-34.4*	-39.2*	-44.4*	-8.8*
O=C(NCCCOc1ccc([N+](=O)[O-])cc1Cl)Nc1cccc(S(=O)(=O)F)c1	95.1	107.2	93.8	85.5	86.9	103.5	96.3	80.2
CCC(=O)OC1CCC2C3CCC4=CC(=O)CCC4(C)C3CCC12C (centres undefined)	90.0	103.2	x	90.3	x	91.9	86.0	92.5
OCN1CCOCC1	x	88.7	95.0	109.1	84.4	99.9	99.7	94.3

High-throughput results as filed in PubChem BioAssay.

A portion of the library, so the mix of outcomes need not match the whole.
